KCNQ2 block: KCNQ2 potassium channel inhibitors, primary screen, cell-based, CHO-K1, FluxOR thallium flux, B-score (AID 2156) | O88943 | 20 min; stronger effect = lower value | B-score at 10 µM | 310,000 tested, 1.1% active;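 active means fluorescence ratio B-score at most minus 3 library SDs, with starting brightness B-score within 2 library SDs, cut at about -5.5 in these data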
Kir21 block: blocks the mouse Kir2.1 inward-rectifier potassium channel. 310,000 tested, 0.85% active. B-score at 10 µM. P35561. HEK293-Kir2.1, FluxOR thallium flux fluorescence; stronger effect = lower value;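 active means fluorescence ratio B-score at or below minus 3 SD of library scores, with starting-brightness B-score within 2 SD, cut at about -4.2 in these data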;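 further: channel flux triggered by added potassium and thallium sulfate stimulus; B-score of peak minus minimum fluorescence over baseline after thallium stimulus; more negative B-score means stronger Kir2.1 block with less thallium influx; some compounds called inactive have numbers as strong as hits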
Target sequence (P35561 whole entry, looked up): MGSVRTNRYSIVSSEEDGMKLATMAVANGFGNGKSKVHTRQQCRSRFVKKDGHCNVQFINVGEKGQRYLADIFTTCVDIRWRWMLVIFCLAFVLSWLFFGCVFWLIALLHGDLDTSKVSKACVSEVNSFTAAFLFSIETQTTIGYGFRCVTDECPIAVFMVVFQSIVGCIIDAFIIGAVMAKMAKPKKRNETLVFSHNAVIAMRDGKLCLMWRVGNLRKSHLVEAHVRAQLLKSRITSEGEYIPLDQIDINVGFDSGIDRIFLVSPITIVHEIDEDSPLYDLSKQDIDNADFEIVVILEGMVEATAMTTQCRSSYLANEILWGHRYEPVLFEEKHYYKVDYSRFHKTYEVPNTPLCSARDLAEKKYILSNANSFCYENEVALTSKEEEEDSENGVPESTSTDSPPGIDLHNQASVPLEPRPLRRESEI
STK33 kinase inh: blocks human STK33 kinase activity; Q9BYT3; inhibition, % at 10 µM; AID 2661; 320,000 tested, 0.073% active; purified STK33, MBP phosphorylation, ADP-Glo luminescence;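 active means inhibition at or above 25%, using the most active replicate where run in duplicate; inactive means inhibition below 25%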
Target sequence (Q9BYT3 whole entry, looked up): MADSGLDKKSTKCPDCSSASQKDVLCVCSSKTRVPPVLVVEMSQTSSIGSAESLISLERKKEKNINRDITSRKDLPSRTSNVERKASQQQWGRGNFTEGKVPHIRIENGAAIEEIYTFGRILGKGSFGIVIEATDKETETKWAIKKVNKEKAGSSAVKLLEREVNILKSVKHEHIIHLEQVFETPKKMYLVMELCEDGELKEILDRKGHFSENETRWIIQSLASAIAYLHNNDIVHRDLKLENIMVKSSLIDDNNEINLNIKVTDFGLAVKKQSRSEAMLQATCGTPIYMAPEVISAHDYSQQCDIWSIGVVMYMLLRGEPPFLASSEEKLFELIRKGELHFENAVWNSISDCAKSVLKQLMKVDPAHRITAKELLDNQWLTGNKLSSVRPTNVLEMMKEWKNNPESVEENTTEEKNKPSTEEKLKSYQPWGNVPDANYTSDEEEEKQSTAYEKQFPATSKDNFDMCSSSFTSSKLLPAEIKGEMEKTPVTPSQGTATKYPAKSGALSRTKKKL
The depositor's hits bear a star.

CC(C)C12CN(C(=O)c3ccccc3[N+](=O)[O-])CC(C(C)C)(CN(C(=O)c3ccccc3[N+](=O)[O-])C1)C2=O was read as KCNQ2 block inactive, Kir21 block -1.3 and STK33 kinase inh -3.1.
Cn1ncc2c1ncn1nc(CCc3ccccc3)nc21 was read as KCNQ2 block inactive, Kir21 block 0.79 and STK33 kinase inh -0.6.
`O=C(C1CC1)N1CCN(c2ccc([N+](=O)[O-])cc2)CC1` gave KCNQ2 block inactive, Kir21 block -0.02 and STK33 kinase inh -1.1.
Screening O=C(O)c1ccccc1C(=O)Nc1ccc(-c2csc(-c3ccccc3)n2)cc1 returned KCNQ2 block inactive, Kir21 block 1.13 and STK33 kinase inh -4.4.
COc1ccc(C2c3sc(=O)[nH]c3SC3C4CCC(C4)C23)cc1 (configuration not stated) was read as KCNQ2 block inactive, Kir21 block 0.35 and STK33 kinase inh -2.1.
For O=C(O)c1ccc(-c2nc(-c3ccc(Cl)cc3Cl)cs2)cc1 the results were KCNQ2 block inactive, Kir21 block 0.05 and STK33 kinase inh -0.1.
COc1cc(CN(C)CC2CCCN(CCc3cccc(C(F)(F)F)c3)C2)ccc1O (configuration not stated) was read as KCNQ2 block inactive, Kir21 block -1.2 and STK33 kinase inh 1.1.
Screening CC(=O)c1c(C(C)=O)c(C)n(-c2nc(-c3ccc(C)c(C)c3)c(C)s2)c1C returned KCNQ2 block inactive, Kir21 block 0.07 and STK33 kinase inh -1.1.
O=C(CCS(=O)(=O)Cc1ccccc1)NC1CCCCC1 was read as KCNQ2 block inactive, Kir21 block 1.58 and STK33 kinase inh -0.9.
O=C(C(c1ccccc1)c1ccccc1)N1CCN(CC(O)COc2ccccc2)CC1 (configuration not stated) was read as KCNQ2 block inactive, Kir21 block 1.18 and STK33 kinase inh -1.6.
`CCCCC(=O)NS(=O)(=O)c1ccc(NS(C)(=O)=O)cc1` gave KCNQ2 block inactive, Kir21 block 0.25 and STK33 kinase inh -1.8.
For COc1ccc(C(OC(=O)c2ccco2)C(=O)NCC2CCCO2)cc1 (configuration not stated) the results were KCNQ2 block inactive, Kir21 block -0.81 and STK33 kinase inh 0.2.
Screening COC(=O)c1nn(-c2ccccc2)c(Cl)c1/C=N/OC(=O)c1ccc(Cl)c(Cl)c1 returned KCNQ2 block inactive, Kir21 block -0.88 and STK33 kinase inh -1.6.
For S=C(/N=c1/sccn1Cc1ccccc1)NC1CC1 the results were KCNQ2 block inactive, Kir21 block -2.16 and STK33 kinase inh 10.7.
For CC(NC(=O)CCCCCNC(=O)N1CCn2c1nc1ccccc12)c1ccccc1 (configuration not stated) the results were KCNQ2 block inactive, Kir21 block -0.35 and STK33 kinase inh 6.0.
Cc1cc2c(c(=O)n1CCN(C)C)C(c1ccncc1)C(C#N)=C(N)O2 (configuration not stated) was read as KCNQ2 block inactive, Kir21 block 0.51 and STK33 kinase inh -1.7.
`Cc1ccc(NC(=O)CN(c2ccc(C)cc2)S(=O)(=O)c2cccc3nonc23)cc1` gave KCNQ2 block inactive, Kir21 block -0.59 and STK33 kinase inh -1.6.
Screening COc1ccccc1-n1c(SCC(=O)NC2CCCCC2)nc2c(c1=O)SCC2 returned KCNQ2 block inactive, Kir21 block -0.86 and STK33 kinase inh 0.0.
`CCn1c(-c2cccs2)nc2ccccc21` gave KCNQ2 block inactive, Kir21 block 0.37 and STK33 kinase inh -0.9.
For Cc1cccc(C(=O)OCC(=O)NC(=O)c2ccccc2)c1O the results were KCNQ2 block inactive, Kir21 block -2.28 and STK33 kinase inh 0.1.
`CC1(C)CC(=O)C2=C(C1)OC(=O)CC2c1cccs1` (configuration not stated) gave KCNQ2 block inactive, Kir21 block -0.16 and STK33 kinase inh -1.7.
`CC1(C)Cc2nc(Cl)c(C(=O)O)cc2CO1` gave KCNQ2 block inactive, Kir21 block -1.92 and STK33 kinase inh -0.3.
`COc1ccc(C(=O)COC(=O)Cc2n[nH]c(=O)c3ccccc23)c(OC)c1` gave KCNQ2 block inactive, Kir21 block 0.38 and STK33 kinase inh 0.4.
`Cc1ccc(S(=O)(=O)N(C)Cc2ccccc2)cc1C(=O)N1CCCCC1` gave KCNQ2 block inactive, Kir21 block 0.01 and STK33 kinase inh 0.8.
`CC1=NN2C(=N)/C(=C\c3cc(C)n(-c4ccccc4)c3C)C(=O)N=C2S1` gave KCNQ2 block inactive, Kir21 block 0.23 and STK33 kinase inh -1.1.
For COCCNC(=O)C(NC(=O)C1CCCCC1)C12CC3CC(CC(C3)C1)C2 (configuration not stated) the results were KCNQ2 block inactive, Kir21 block 0.06 and STK33 kinase inh -1.5.
CCOC(=O)c1cnc2nc(NCc3ccc(OCc4ccccc4)cc3)[nH]n2c1=O was read as KCNQ2 block inactive, Kir21 block -0.19 and STK33 kinase inh -0.3.
O=C(Nc1nc2ccccc2s1)C1c2ccccc2Oc2ccccc21 was read as KCNQ2 block inactive, Kir21 block 0.75 and STK33 kinase inh 0.8.
For CN(Cc1ccccn1)C(=O)C1CCC(=O)N(Cc2cccc(F)c2)C1 (configuration not stated) the results were KCNQ2 block inactive, Kir21 block 0.51 and STK33 kinase inh 0.2.
Screening O=C(c1ccco1)N1CCN(C(=O)c2cnn(-c3ccc(Cl)cc3)c2C2CCNCC2)CC1 returned KCNQ2 block inactive, Kir21 block -0.07 and STK33 kinase inh -0.5.
CC(C)c1ccc(NC(=O)COC(=O)c2c[nH]c(=O)[nH]c2=O)cc1 was read as KCNQ2 block inactive, Kir21 block 0.09 and STK33 kinase inh -1.9.
`Cc1ccc(OC(=O)c2ccc(N3CCOCC3)c([N+](=O)[O-])c2)cc1` gave KCNQ2 block inactive, Kir21 block -0.88 and STK33 kinase inh -3.7.
Screening C(=N\n1cnnc1)/c1ccccn1 returned KCNQ2 block inactive, Kir21 block -1 and STK33 kinase inh -1.8.
For CCc1c(C)sc(NC(=O)c2cc(-c3cc(OC)ccc3OC)on2)c1C#N the results were KCNQ2 block inactive, Kir21 block 0.6 and STK33 kinase inh -2.3.
`COc1ccc2[nH]c(C)c(C(=O)CN3CCOCC3)c2c1` gave KCNQ2 block inactive, Kir21 block 1.41 and STK33 kinase inh -1.3.
Screening CCOc1ccccc1CNC(=O)c1ccc(Sc2ccc(Cl)cc2)c(NC(C)=O)c1 returned KCNQ2 block inactive, Kir21 block 0.98 and STK33 kinase inh -1.3.
`CCn1c(SCC(=O)N2CCC(C)CC2)nnc1-c1ccco1` gave KCNQ2 block inactive, Kir21 block 0.51 and STK33 kinase inh 0.4.
For O=C(Cc1cn2ccsc2n1)Nc1nc2c(s1)CCCC2 the results were KCNQ2 block inactive, Kir21 block -0.27 and STK33 kinase inh -1.6.
Screening N#CCSc1ccc(-c2nc3ccccc3[nH]2)cn1 returned KCNQ2 block inactive, Kir21 block -0.28 and STK33 kinase inh 2.8.
For COc1cc(/C=C(/NC(=O)c2ccccc2)C(=O)N2CCOCC2)c([N+](=O)[O-])cc1OC the results were KCNQ2 block inactive, Kir21 block 0.08 and STK33 kinase inh -1.7.
Screening COc1ccc(S(=O)(=O)CCc2nnc(NC(=O)c3cccs3)s2)cc1 returned KCNQ2 block inactive, Kir21 block -1.05 and STK33 kinase inh -0.1.
For CC(NC(=O)Cc1ccsc1)c1ccc(Cl)cc1Cl (configuration not stated) the results were KCNQ2 block inactive, Kir21 block -0.43 and STK33 kinase inh -0.8.
`CCOC(=O)Cc1csc(NC(=O)Cc2ccccc2[N+](=O)[O-])n1` gave KCNQ2 block inactive, Kir21 block 0.6 and STK33 kinase inh -1.8.
For O=S(=O)(Nc1ccon1)c1cc(Cl)ccc1Cl the results were KCNQ2 block inactive, Kir21 block 0.3 and STK33 kinase inh -1.0.
For CCn1c(=O)c2c(nc(SCc3ccccn3)n2C)n(C)c1=O the results were KCNQ2 block inactive and Kir21 block -0.37.
CCC(Cc1ccccc1)NC(=O)CSc1ccsc1[N+](=O)[O-] (configuration not stated) was read as KCNQ2 block inactive, Kir21 block -0.53 and STK33 kinase inh 0.2.
For CCOCCn1c(SC(C)C(C)=O)nc2c1c(=O)[nH]c(=O)n2C (configuration not stated) the results were KCNQ2 block inactive, Kir21 block -1.19 and STK33 kinase inh -1.2.
Screening CCOc1ccc(CNCCCSc2ncccn2)cc1OC returned KCNQ2 block inactive, Kir21 block 0.42 and STK33 kinase inh -2.3.
NC(=O)C1CCCN(C(=S)Nc2ccccc2)C1 (configuration not stated) was read as KCNQ2 block inactive, Kir21 block 0.08 and STK33 kinase inh 0.9.
Cc1ccc(SCC(=O)N2CCc3ccccc32)cc1 was read as KCNQ2 block inactive, Kir21 block -1.29 and STK33 kinase inh -0.6.
Screening OC1(c2ccccn2)COc2ccccc2O1 (configuration not stated) returned KCNQ2 block inactive, Kir21 block 1.44 and STK33 kinase inh -1.2.
`Cc1c(C(=O)NCCCc2ccccc2)cccc1[N+](=O)[O-]` gave KCNQ2 block inactive, Kir21 block 0.18 and STK33 kinase inh -0.3.
Screening COc1ccccc1CC(=O)NNS(=O)(=O)c1cccc([N+](=O)[O-])c1 returned KCNQ2 block inactive, Kir21 block 0.05 and STK33 kinase inh 0.2.
For COc1ccc(N/C=C(\C#N)S(=O)(=O)c2ccc(OC)cc2)cc1 the results were KCNQ2 block inactive, Kir21 block 1.39 and STK33 kinase inh -2.6.
O=C(O)CN1C(=O)C2C3CC(C2C1=O)C1C(c2ccc(F)cc2)c2sc(=O)[nH]c2SC31 (configuration not stated) was read as KCNQ2 block inactive, Kir21 block 0.15 and STK33 kinase inh -1.6.
`COc1cc(/C=C/C(=O)OCC(=O)Nc2c(C)n(C)n(-c3ccccc3)c2=O)ccc1OCC#N` gave KCNQ2 block inactive, Kir21 block 1.17 and STK33 kinase inh 1.5.
Screening CCCc1cc(=O)oc2cc(Oc3ncccn3)ccc12 returned KCNQ2 block inactive, Kir21 block 0.25 and STK33 kinase inh -2.6.
`CC(/C=N/NC(=O)c1cc(-c2ccncc2)nc2ccccc12)=C\c1ccco1` gave KCNQ2 block inactive, Kir21 block -1.69 and STK33 kinase inh -0.2.
For O=C(N/N=C/C=C\c1ccccc1[N+](=O)[O-])c1cc(-c2ccc3ccccc3c2)n[nH]1 the results were KCNQ2 block inactive and Kir21 block -1.66.
For O=C(N/N=C\c1cccc(Cl)c1)c1ccc(Cn2cc(Br)c([N+](=O)[O-])n2)o1 the results were KCNQ2 block inactive, Kir21 block -1.42 and STK33 kinase inh -3.3.
Screening C=CCn1c(=O)c2c(nc(-n3nc(C)cc3C)n2C)n(C)c1=O returned KCNQ2 block inactive, Kir21 block -2.2 and STK33 kinase inh -1.3.
Screening O=c1c(-c2ccc(Cl)cc2)coc2c(CN3CCCCC3)c(O)ccc12 returned KCNQ2 block inactive, Kir21 block 0.89 and STK33 kinase inh -1.4.
For Cc1nc2ccccc2n1CCOc1ccc(F)cc1 the results were KCNQ2 block inactive, Kir21 block 0.9 and STK33 kinase inh -1.1.
`COc1ccc(CCNC(=O)COc2ccc(S(=O)(=O)N3CCOCC3)cc2)cc1` gave KCNQ2 block inactive, Kir21 block 0.6 and STK33 kinase inh -1.6.
`CC(C)n1cnc2c(oc3ccccc32)c1=O` gave KCNQ2 block inactive, Kir21 block 0.12 and STK33 kinase inh -0.8.
For COC(=O)c1ccc(N2CCN(c3ccccc3)CC2)c(N)c1 the results were KCNQ2 block inactive, Kir21 block -1.69 and STK33 kinase inh -1.0.
COc1ccc2occ(C(=O)c3coc4ccc(O)c(CN(C)C)c34)c2c1 was read as KCNQ2 block inactive, Kir21 block 1.2 and STK33 kinase inh 3.7.
Screening S=c1nc(-c2ccccc2)c(-c2ccccc2)n[nH]1 returned KCNQ2 block inactive, Kir21 block 2.2 and STK33 kinase inh -0.4.
Screening COc1ccc(C(=O)N2CCN(c3ccc(NC(=O)c4cccnc4)cc3)CC2)cc1 returned KCNQ2 block inactive, Kir21 block 1.11 and STK33 kinase inh 10.9.
For O=C(NCCc1ccccc1)c1ccc2nc3cc(Cl)ccc3c(=O)n2c1 the results were KCNQ2 block inactive, Kir21 block -0.13 and STK33 kinase inh 0.5.
`CCn1c(SCc2ccc(Cl)c(Cl)c2)nnc1C(C)NC(=O)c1ccc(OC)cc1` (configuration not stated) gave KCNQ2 block inactive, Kir21 block 0.01 and STK33 kinase inh 0.1.
Screening CC(=O)c1ccc(NC(=O)Nc2ccc(Br)cc2C)cc1 returned KCNQ2 block inactive, Kir21 block -1.98 and STK33 kinase inh 0.5.
Screening O=C(NC(=S)N1CCCc2ccccc21)c1ccc(Br)cc1 returned KCNQ2 block inactive, Kir21 block -1.6 and STK33 kinase inh -1.7.
`COc1cccc(NC(=O)C(=O)NCCc2ccc(F)cc2)c1` gave KCNQ2 block inactive, Kir21 block 0.26 and STK33 kinase inh -1.4.

Screening results from PubChem.
